# USP17 block = human USP17-like deubiquitinase inhibition | purified USP17, Ub-rhodamine cleavage fluorescence, 3 h | inhibition, % at 50 µM | actives 6.5% (n = 47,000) | AID 1645855
# USP10 block = human USP10 deubiquitinase inhibition; Q14694; actives 1.1% (n = 47,000); inhibition, % at 20 µM; purified USP10, Ub-rhodamine fluorescence, 60 min
# UCHL1 inh = human UCHL1 deubiquitinase inhibition; purified UCHL1, Ub-rhodamine cleavage fluorescence; inhibition, % at 20 µM; actives 0.2% (n = 47,000); AID 1645859
# Target sequence (P09936 whole entry, looked up): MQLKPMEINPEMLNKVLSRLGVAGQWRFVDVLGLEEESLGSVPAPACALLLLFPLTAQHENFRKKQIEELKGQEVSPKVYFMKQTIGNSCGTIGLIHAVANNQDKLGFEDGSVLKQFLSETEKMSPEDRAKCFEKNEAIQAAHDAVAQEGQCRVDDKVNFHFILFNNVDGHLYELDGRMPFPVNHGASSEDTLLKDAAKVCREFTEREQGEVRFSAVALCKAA
# OTUD3 inh = human OTUD3 deubiquitinase inhibition | Q5T2D3 | purified OTUD3, Ub-rhodamine fluorescence, 2 h | inhibition, % at 25 µM | actives 0.7% (n = 47,000) | AID 1645858
# Target sequence (Q5T2D3 whole entry, looked up): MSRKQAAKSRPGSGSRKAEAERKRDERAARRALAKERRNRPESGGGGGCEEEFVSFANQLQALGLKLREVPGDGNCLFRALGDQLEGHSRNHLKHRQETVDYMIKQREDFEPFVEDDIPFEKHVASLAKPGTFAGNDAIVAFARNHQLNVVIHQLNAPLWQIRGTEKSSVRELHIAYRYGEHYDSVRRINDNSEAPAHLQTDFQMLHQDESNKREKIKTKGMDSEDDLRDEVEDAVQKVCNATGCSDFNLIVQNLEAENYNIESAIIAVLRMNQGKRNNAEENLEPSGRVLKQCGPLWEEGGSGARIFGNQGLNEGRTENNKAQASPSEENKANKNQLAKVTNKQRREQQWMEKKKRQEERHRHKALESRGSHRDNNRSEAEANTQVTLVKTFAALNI
# USP8 block = human USP8 deubiquitinase inhibition; purified USP8, Ub-rhodamine cleavage fluorescence, 30 min; inhibition, % at 20 µM; actives 4.2% (n = 47,000); AID 1645853; P40818
# USP30 inh = blocks human USP30 ubiquitin-rhodamine cleavage. purified USP30, Ub-rhodamine cleavage fluorescence. Q70CQ3. AID 1645860. actives 5.3% (n = 47,000). inhibition, % at 25 µM
# USP7 block = human USP7 deubiquitinase inhibition; purified USP7, Ub-rhodamine cleavage fluorescence; inhibition, % at 20 µM; actives 0.3% (n = 47,000); AID 1645854
# USP28 block = blocks human USP28 ubiquitin-rhodamine cleavage; purified USP28, Ub-rhodamine cleavage fluorescence, 30 min; inhibition, % at 25 µM; Q96RU2; AID 1645857; actives 3% (n = 47,000)
# * marks the source's active call; other numbers are inactive results; i = inactive; / = not tested or not shown. Rule as the data show it: active = inhibition above about 30%; inactive = the rest.
1	COc1ccc(CCNC(=O)c2ccc(N3C(=O)C(C)CS3(=O)=O)cc2)cc1 (stereo unspecified)
2	COc1ccc(N2C(=O)c3ccccc3NC23C(=O)N(C)c2ccccc23)cc1 (stereo unspecified)
3	CC1(C)OC(=O)[C@@]2(C)N[C@]1(C)C[C@@H]2C(=O)Nc1cccc2cccnc12
4	COCCCn1c(SCCc2ccccc2)nc2cc(OC)c(OC)cc2c1=N
5	O=C1CCCc2c1n(CCN(Cc1ccccc1)Cc1ccccc1)c1ccc(Cl)cc21
6	Cc1ccc(NC(=O)c2nnn(-c3cccc(F)c3)c2C)cc1
7	NC(=O)C1CN(C(=O)c2ccnc(Cc3ccccc3)c2)C1
8	COc1ncc(C(=O)NC2CCN(C(=O)OC(C)(C)C)CC2)cn1
Screen / compound no.,1,2,3,4,5,6,7,8
USP17 block,8,-7,7,43*,-6,5,5,5
USP10 block,0,-2,-2,9,3,6,-2,-2
UCHL1 inh,0,0,2,12,-2,-4,0,0
OTUD3 inh,4,7,0,8,0,0,15,0
USP8 block,5,-1,41*,3,0,8,10,0
USP30 inh,6,19,-35,3,-8,43*,22,0
USP7 block,4,2,3,14,4,1,1,6
USP28 block,17,4,-8,-7,-2,9,1,5

# Continued; the last 3 above are carried over.
6	Cc1ccc(NC(=O)c2nnn(-c3cccc(F)c3)c2C)cc1
7	NC(=O)C1CN(C(=O)c2ccnc(Cc3ccccc3)c2)C1
8	COc1ncc(C(=O)NC2CCN(C(=O)OC(C)(C)C)CC2)cn1
9	COc1cccc(NC(=O)[C@H](CCSC)NC(=O)[C@@H]2Cc3ccccc3CN2)c1
10	O=C(c1cccc(F)c1)N1CCN(C(=O)c2cc3ccccc3[nH]2)CC1
11	O=C(Cn1cnc2ccccc2c1=O)NC(c1ccccc1)c1ccccc1
12	C[C@]12C(=O)N(c3ccc(C(=O)NCc4ccc(F)cc4)cc3)C(=O)N1CCc1c2[nH]c2ccccc12
13	COc1cc2c(=O)n(Cc3ccco3)c(=O)n(CC(=O)N3CCCCC3C)c2cc1OC (stereo unspecified)
14	COc1ccc(-c2cncc(C3CN(CC(=O)N4CCCC4)CCO3)n2)cc1 (stereo unspecified)
15	CN(C)c1cccc(C(=O)N2CC3CN(S(=O)(=O)c4ccccc4)CC(C2)O3)c1
16	Cc1ccc2nc(NC(=O)C3CC(=O)N(Cc4ccccc4)C3)sc2c1 (stereo unspecified)
Screen / compound no.,6,7,8,9,10,11,12,13,14,15,16
USP17 block,5,5,5,-61,-14,18,35*,1,1,12,10
USP10 block,6,-2,-2,-4,0,9,4,-3,0,0,-2
UCHL1 inh,-4,0,0,-1,-5,0,3,0,-1,1,2
OTUD3 inh,0,15,0,-46,-10,5,16,8,3,2,-13
USP8 block,8,10,0,-44,-10,21,23,1,-14,2,31*
USP30 inh,43*,22,0,-196,-47,33*,52*,6,4,29,-25
USP7 block,1,1,6,-3,-4,4,4,2,3,4,-25
USP28 block,9,1,5,-53,-5,14,15,7,-6,13,-4

17	Cc1ccc(Nc2nc(Nc3ccc(F)cc3)nc(N3CCOCC3)n2)cc1
18	Cc1ccc2nc3c(cc2c1)CCN3S(=O)(=O)c1ccc(F)cc1
19	Cc1noc(-c2cc(=O)n(CC(=O)NCc3ccccc3Cl)c3ccccc23)n1
20	CCCCSc1nc(NCCCO)c2c3c(sc2n1)COC(C)(C)C3
21	CCOc1cc(-c2cc3n(c(=N)c2C#N)CCc2cc4c(cc2-3)OCO4)ccc1OC
22	COc1ccc(N2CCN(C(=O)CCc3c(C)c4ccc(OC)cc4oc3=O)CC2)cc1
23	Cc1ccc(Cl)cc1N1CCN(CC2C(=O)O[C@@]34[C@H]2CC[C@@H](C)[C@@H]3CC[C@@]2(C)O[C@@H]42)CC1 (stereo partly specified)
24	COCC(C)NC(=O)c1ccc(-c2nnc(-c3ccc(C)cc3)o2)cc1 (stereo unspecified)
Screen / compound no.,17,18,19,20,21,22,23,24
USP17 block,-3,1,-3,-25,-132,-22,6,6
USP10 block,2,-2,-2,-4,-5,-1,10,2
UCHL1 inh,-2,0,-2,7,-153,-4,3,0
OTUD3 inh,0,-10,-6,-31,-132,-13,-10,1
USP8 block,3,-4,4,-21,-91,-138,-13,0
USP30 inh,-6,-22,-18,-142,i,5,-17,13
USP7 block,0,2,0,-7,-132,-10,6,0
USP28 block,-4,-8,-14,-20,-149,-14,-8,5

# Random excerpt: two records from the list, in no set order.
13	COc1cc2c(=O)n(Cc3ccco3)c(=O)n(CC(=O)N3CCCCC3C)c2cc1OC (stereo unspecified)
6	Cc1ccc(NC(=O)c2nnn(-c3cccc(F)c3)c2C)cc1
Screen / compound no.,13,6
USP17 block,1,5
USP10 block,-3,6
UCHL1 inh,0,-4
OTUD3 inh,8,0
USP8 block,1,8
USP30 inh,6,43*
USP7 block,2,1
USP28 block,7,9

# Structural class, the compounds so far containing an NH in an aromatic ring.
10	O=C(c1cccc(F)c1)N1CCN(C(=O)c2cc3ccccc3[nH]2)CC1
12	C[C@]12C(=O)N(c3ccc(C(=O)NCc4ccc(F)cc4)cc3)C(=O)N1CCc1c2[nH]c2ccccc12
Screen / compound no.,10,12
USP17 block,-14,35*
USP10 block,0,4
UCHL1 inh,-5,3
OTUD3 inh,-10,16
USP8 block,-10,23
USP30 inh,-47,52*
USP7 block,-4,4
USP28 block,-5,15

# (next part)
25	O=C(Nc1ccc(F)cc1F)c1cc2n(n1)CCCC2
26	Cc1ccc(CC2CCCN(C(=O)CCc3c(C)n[nH]c3C)C2)cn1 (stereo unspecified)
27	CCc1ccc(NC(=O)Cn2c(=O)n(Cc3ccccc3)c(=O)c3nn(CC)cc32)cc1
28	Cc1cc(-c2cnc(C)nc2-c2ccc(CNC(=O)c3cccnc3)cc2)on1
29	Fc1cnc(N2C[C@H](Oc3cccnc3)[C@H]3OCCC[C@H]32)nc1
30	CC(=O)Nc1c(C)noc1/C=C/c1ccc(S(=O)(=O)Nc2ccccc2F)s1
31	CN1C(=O)COc2ccccc2CCCC[C@@H]2[C@H]1CCCN2C(=O)c1cnccn1
32	Cc1nc2ccc(NC(=O)c3cn(-c4ccccc4)nc3-c3cccnc3)cc2s1
Screen / compound no.,25,26,27,28,29,30,31,32
USP17 block,/,-7,73*,12,-60,0,-6,-18
USP10 block,-2,1,56*,2,-7,3,-1,-9
UCHL1 inh,-1,0,5,-2,-7,1,-5,-19
OTUD3 inh,-2,-1,18,1,-13,4,-8,-69
USP8 block,-5,5,98*,1,-27,3,-3,-14
USP30 inh,-7,/,78*,7,-54,0,0,-115
USP7 block,-3,2,32*,0,-8,-2,1,-6
USP28 block,-3,/,28,0,-18,4,-11,4

33	Cc1cc(NC(=O)Cn2c(=O)n(CCCC(=O)NC3CCCC3)c(=O)c3cc(Cl)ccc32)n[nH]1
34	O=C(CSc1ccc(Cl)cc1)Nc1ccc(Cl)cn1
35	CN(C)C(=O)N1CCN(S(=O)(=O)c2ccccc2)CC2(CNC(=O)C2)C1 (stereo unspecified)
36	COc1ccc(C2OCC3(CO)C(C)C=C(C)C2C3C)cc1 (stereo unspecified)
37	COc1c(C)c(O)c2c(c1C)COC2=O
38	CCc1ccc(-c2noc(CNC(c3ccc(F)cc3)C(C)C)n2)cc1 (stereo unspecified)
39	COC(=O)c1cccc(Nc2c(-c3ccccc3O)nc3cnccn23)c1
40	N#Cc1cccc(NC(=O)Cc2csc3nc(-c4ccccc4)cn23)c1
Screen / compound no.,33,34,35,36,37,38,39,40
USP17 block,-6,-5,-29,/,4,0,-8,-6
USP10 block,0,6,0,-2,-2,1,-3,2
UCHL1 inh,-1,1,-2,-1,-1,2,-1,0
OTUD3 inh,-13,0,-4,-5,0,2,0,-16
USP8 block,-2,-16,-126,-1,2,8,-8,-8
USP30 inh,0,0,0,-13,10,-13,/,-14
USP7 block,0,-140,1,-10,1,5,-5,-5
USP28 block,-6,27,-16,-9,4,-7,/,-3

41	Cc1ccc(S(=O)(=O)n2ccn(C(=O)c3ccccc3Cl)c2=O)cc1
42	C/C1=C/CC(O)/C=C/C(C)C(O)C(C)/C=C(\C)C(=O)c2c(O)c(C)cc3c2C(=O)C(Cl)=C(NC(=O)\C=C/C=C/C=C\C(C)C(O)CC1=O)C3=O (stereo unspecified)
43	Cc1ccc(NC(=O)C2CCc3nc(N4CCOCC4)ncc3C2)cc1 (stereo unspecified)
44	O=C(NCc1noc(-c2ccccc2)n1)c1coc(-c2ccccc2)n1
45	COc1cccc(-c2cc3n(C)c(C)c(CCC(=O)NCc4ccco4)c(=O)n3n2)c1
46	O=C(Cc1ccc(N2CCCC2=O)cc1)NC1CCCc2ccccc21 (stereo unspecified)
47	O=C(Nc1ccc(Cc2ccncc2)cc1)c1ccccc1Br
48	COc1ccc(CN(C(=O)c2ccc(-c3ccccc3)[nH]2)C(C(=O)NCC2CCCO2)c2ccc(F)cc2)cc1 (stereo unspecified)
Screen / compound no.,41,42,43,44,45,46,47,48
USP17 block,3,74*,-14,-1,-4,-6,4,1
USP10 block,2,-18,0,3,-7,-2,4,-5
UCHL1 inh,0,-18,-3,2,-1,-3,1,3
OTUD3 inh,-6,-20,0,5,-11,0,-6,-10
USP8 block,0,-90,-25,-16,53*,-2,-2,-1
USP30 inh,-3,-98,0,11,-155,4,2,-39
USP7 block,-13,-56,-3,9,-43,0,4,-6
USP28 block,-3,0,-9,12,-16,0,11,-13

49	Cc1ccc(-n2c(N)c(C(=O)NCCc3ccccc3F)c3nc4ccccc4nc32)cc1
50	COc1ccc2c(c1)OC1(CCN(C(=O)c3cc4cc(C)cc(C)c4n3C)CC1)CC2=O
51	Cc1ccc(NC(=O)c2cc(-c3ccccn3)nc3ccc(C)cc23)cc1
52	CN(C(=O)c1ccc(-c2ccc(F)cc2)s1)c1ccccc1
53	CCN(CC)c1ccc2nnc(CCC(=O)NCC3CCN(Cc4ccc(F)cc4)CC3)n2n1
54	COc1ccc(C2CCN(S(C)(=O)=O)CC2)cc1
55	CN1CCn2c(-c3cccnc3)cnc2C12CCN(c1ncccn1)CC2
56	COCCOc1ccc(C(=O)N[C@H](C)c2nc3cc(-c4ccccc4F)ncn3n2)cc1
Screen / compound no.,49,50,51,52,53,54,55,56
USP17 block,26,-41,-2,1,-2,0,-26,0
USP10 block,-3,-9,-2,2,-3,-1,-5,5
UCHL1 inh,1,-32,-5,0,2,1,-3,-1
OTUD3 inh,6,-50,-20,5,6,-2,4,0
USP8 block,34*,-43,-12,12,10,6,-90,3
USP30 inh,-21,-143,-69,-4,9,-4,-6,8
USP7 block,-5,-28,3,-9,0,1,-1,0
USP28 block,3,-70,-31,0,6,-4,-3,0

57	CN(C)CC1(O)CCCN(C(=O)c2c3c(c[nH]c2=O)CCCC3)CC1 (stereo unspecified)
58	Cc1nc(Sc2ccccc2)c(C#N)cc1-c1ccccc1
59	Cc1ccc2c(c1)N(CC(=O)N1CCCCC1)C(=O)CO2
60	CCOc1nc2cccnc2n(C(C)C(=O)N(C)c2cccc(C)c2)c1=O (stereo unspecified)
Screen / compound no.,57,58,59,60
USP17 block,11,8,5,-13
USP10 block,-2,8,2,-4
UCHL1 inh,1,4,-1,-2
OTUD3 inh,4,7,-3,-2
USP8 block,1,10,7,-5
USP30 inh,15,-3,-11,-30
USP7 block,2,-37,-3,1
USP28 block,14,13,-2,-9

# High-throughput results deposited in PubChem BioAssay by Dana-Farber Cancer Institute and Novartis Institutes for BioMedical Research (Cambridge, Mass).
